From PubChem BioAssay
PvdQ inh: blocks Pseudomonas aeruginosa PvdQ acylase activity | purified PvdQ acylase, fluorescence plate reader | inhibition, % at 10 µM | AID 488965 | 340,000 compounds, 0.063% hits; in the data active = inhibition above about 30%, passing the limit was not always enough;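 note: 0% = vehicle neutral wells and 100% = reference inhibitor wells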
DAGLB inhibitor: blocks human DAGLB lipase activity; inhibition, % at 5.17 µM; Q8NCG7; AID 504411; 340,000 compounds, 0.059% hits; HEK293T DAGLB membrane lysate, EnzChek fluorogenic substrate; in the data active = inhibition above about 34%;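 note: 0% = enzyme with vehicle and 100% = wells lacking enzyme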
Target sequence (Q8NCG7 whole entry, looked up): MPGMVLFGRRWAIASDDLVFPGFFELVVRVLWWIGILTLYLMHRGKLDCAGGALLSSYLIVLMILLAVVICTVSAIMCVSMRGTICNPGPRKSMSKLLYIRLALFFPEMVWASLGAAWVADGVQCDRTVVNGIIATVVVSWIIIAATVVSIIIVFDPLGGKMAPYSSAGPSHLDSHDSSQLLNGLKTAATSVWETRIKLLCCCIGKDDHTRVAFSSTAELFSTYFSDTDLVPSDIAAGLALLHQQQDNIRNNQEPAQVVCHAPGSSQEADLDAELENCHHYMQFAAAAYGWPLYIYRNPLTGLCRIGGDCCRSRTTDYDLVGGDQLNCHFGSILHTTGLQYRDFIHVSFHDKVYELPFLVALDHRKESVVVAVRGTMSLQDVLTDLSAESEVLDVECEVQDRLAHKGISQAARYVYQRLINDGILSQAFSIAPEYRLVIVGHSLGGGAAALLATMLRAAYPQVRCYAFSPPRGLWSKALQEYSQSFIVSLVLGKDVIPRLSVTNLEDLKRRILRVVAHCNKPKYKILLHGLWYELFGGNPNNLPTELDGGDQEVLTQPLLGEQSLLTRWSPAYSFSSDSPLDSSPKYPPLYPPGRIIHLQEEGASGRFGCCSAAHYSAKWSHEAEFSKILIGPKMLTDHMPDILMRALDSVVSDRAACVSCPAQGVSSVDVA
CAL PDZ inh: inhibitors of human CAL PDZ peptide binding | Q9HD26 | purified CAL PDZ, TMR-peptide fluorescence polarization, 1 h | inhibition, % at 20 µM | 330,000 compounds, 0.02% hits | AID 504414;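 active = highest replicate inhibition of at least 40%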;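 note: plate controls were DMSO neutral control wells for no effect and unlabeled competitor peptide control wells for full effect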
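material = purified tagged CAL PDZ domain construct (CerCALP) | buffer or medium = sodium phosphate/NaCl buffer pH 7.4 with TCEP, IgG, Thesit | reagent = TMR-labelled reporter peptide T*-PRC34 bound in PDZ groove | incubation = 1 h room-temperature incubation prior to read | measured by = fluorescence polarization (mP) | evaluation = percent inhibition from loss of millipolarization | control set = unlabelled peptide and DMSO controls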
phage Ecoli inh: E. coli growth loss with phage present. growth absorbance. inhibition, % at 11.9 µM. 360,000 compounds, 0.26% hits. AID 651602; in the data active = inhibition above about 11%
PfHsp90 set2: growth inhibition of yeast expressing Plasmodium Hsp90. S. cerevisiae expressing PfHsp90, BacTiter-Glo ATP, 48 h; yeast lacking PDR1 and PDR3 efflux regulators. inhibition, % at 9.4 µM. 310,000 compounds, 0.32% hits;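 active = every replicate shows inhibition above about 80%, whatever the replicate mean, limit read from the data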;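 note: 0% = DMSO neutral controls and 100% = 20 µM radicicol positive controls; yeast relying on Plasmodium falciparum Hsp90 in place of its own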
Wnt bcat act: Wnt/beta-catenin pathway activation; Wnt/beta-catenin reporter cell assay, activator, plate reader; 300,000 compounds, 1.2% hits; AID 743398; activation, % at 9.35 µM; in the data active = activation above about 30%, passing the limit was not always enough;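 note: 0% = neutral control wells and 100% = positive control wells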
Rtt109 HAT inh: C. albicans Rtt109 histone acetyltransferase inhibition; 330,000 compounds, 0.16% hits; Q5AAJ8; purified Rtt109/Vps75, ThioGlo CoA-SH fluorescence, 4 h; inhibition, % at 34.9 µM; AID 540336;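 active = inhibition of at least 50% in every replicate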
Target sequence (Q5AAJ8 whole entry, looked up): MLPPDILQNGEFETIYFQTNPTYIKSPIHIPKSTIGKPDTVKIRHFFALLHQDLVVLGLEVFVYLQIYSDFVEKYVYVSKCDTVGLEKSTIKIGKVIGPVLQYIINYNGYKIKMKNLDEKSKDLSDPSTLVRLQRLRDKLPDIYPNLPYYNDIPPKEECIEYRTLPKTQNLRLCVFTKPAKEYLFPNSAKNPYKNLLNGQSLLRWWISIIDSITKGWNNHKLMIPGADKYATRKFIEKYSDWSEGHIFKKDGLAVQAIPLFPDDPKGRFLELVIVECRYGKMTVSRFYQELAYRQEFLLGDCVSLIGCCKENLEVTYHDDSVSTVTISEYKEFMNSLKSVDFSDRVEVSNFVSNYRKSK
Tat export inh: blocks Tat-dependent protein export in E. coli; E. coli MC4100 TorA-mCherry Tat export, fluorescence; inhibition, % at 10 µM; 340,000 compounds, 0.036% hits; AID 488895;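 active = mean replicate inhibition at least 50% and at least half of replicates individually reaching 50%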;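 note: exported cargo escapes ClpAP degradation while cytoplasmic cargo is degraded and loses fluorescence; 0% = median of neutral control wells and 100% = median of NaSCN control wells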
E coli growth: reduces bacterial viability in AddAB counter-screen; inhibition, % at 11.9 µM; 330,000 compounds, 0.27% hits; E. coli V3065 growth, OD600 absorbance, 18 h;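 active = inhibition above the campaign's mean inhibition across all tested compounds plus 3 SD, cut at about 9.9% in these data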;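 note: uninfected addAB+ strain grown without phage in ampicillin broth; 0% = DMSO wells and 100% = ciprofloxacin 0.95 µg/ml wells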
AddAB inh: less growth of phage-infected E. coli with AddAB; E. coli expressing H. pylori AddAB, absorbance growth; inhibition, % at 11.9 µM; 330,000 compounds, 0.29% hits; AID 435030; in the data active = inhibition above about 12%;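 note: 0% = vehicle wells of infected cells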
* hit, by the source's call; x = not tested or not shown.

SMILES	PvdQ inh	DAGLB inhibitor	CAL PDZ inh	phage Ecoli inh	PfHsp90 set2	Wnt bcat act	Rtt109 HAT inh	Tat export inh	E coli growth	AddAB inh
CCC(C)c1c(O)nc(SCC(=O)c2ccccc2)[nH]c1=O (stereo not drawn)	-14.3	-2.9	x	4.0	x	x	-141.6	-8.3	-0.3	-1.9
CN(C)S(=O)(=O)c1ccc(N=Cc2c(C(F)(F)F)[nH]n(C)c2=O)cc1	-11.6	-1.2	-2.2	0.2	x	-2.9	-11.5	1.5	-0.8	-0.3
Cn1nc(-c2ccc(Cl)cc2)c2cc(C(=O)NC3CC3)sc21	-8.3	-3.5	-0.2	0.8	-13.9	-1.3	-0.6	19.1	-0.1	4.2
O=C(CSc1ccc(-c2ccco2)nn1)Nc1ccc(F)cc1	-4.2	-0.9	-3.3	1.4	2.6	2.2	-3.3	4.5	1.3	1.5
CCN1C(=O)[C@H]2[C@@H](c3ccc(C)cc3)N3C(=O)N(c4ccc(OC)cc4)C(=O)[C@@]3(CC)[C@H]2C1=O	-10.9	0.3	-0.4	3.4	-4.8	3.1	0.4	-13.0	-0.4	2.9
COc1ccccc1NC(=O)CSc1nncs1	-5.9	0.0	-0.4	1.9	x	-3.3	-6.8	0.9	0.1	-0.4
Cc1c(C(=O)OCC(=O)NC(C)c2ccccc2)oc2ccccc12 (stereo not drawn)	-5.9	-0.6	-1.0	-1.0	-21.1	-1.7	9.0	-1.8	0.8	-0.1
CCCCC[C@H]1CN(CCc2ccccc2)C(=O)[C@@H]1CC(=O)NCc1ccc(OC)cc1	-6.9	-3.5	-1.9	3.4	-11.4	-6.3	16.9	24.2	-2.6	1.6
O=C(Nc1ccccc1-c1nc2ccccc2[nH]1)c1ccc(N2C(=O)CCC2=O)cc1	7.0	-5.1	-0.9	4.9	-6.6	-3.6	1.9	5.0	-2.1	1.7
CN1C(=O)c2ccc(Oc3ccccc3)cc2C1=O	-0.8	-5.8	-2.8	-2.5	-106.6	-0.9	-3.5	1.1	-0.8	-0.9
COc1ccccc1NS(=O)(=O)c1cccc(C(=O)NNC(=O)c2ccc(=O)[nH]c2)c1	-3.7	1.6	-0.5	6.6	5.2	-2.7	-6.5	-2.5	-1.2	-1.6
c1ccc2[nH]c(SCc3cn4cccnc4n3)nc2c1	-16.4	-0.3	-0.2	3.5	-97.3	1.7	2.7	-1.9	0.5	-1.0
COCCCN(CC(=O)Nc1ccc(N2CCOCC2)cc1)S(=O)(=O)c1ccccc1	-10.8	0.1	0.4	1.2	1.8	1.7	-0.6	-2.8	2.3	-0.3
COc1cc(C2Nc3ccccc3NC3=C2C(=O)CC(c2ccc(OC)c(OC)c2)C3)ccc1O (stereo not drawn)	-5.5	4.1	-0.8	1.5	1.1	1.3	18.1	4.8	0.8	-0.1
COc1ccc(C(=O)COC(=O)/C=C/c2ccccc2[N+](=O)[O-])cc1	-16.2	2.4	-2.0	5.3	x	0.0	0.5	10.9	0.9	-0.8
Cc1cc(C)cc(OCCn2ccnc2)c1	-4.1	-0.3	-0.3	2.4	-16.2	0.0	1.8	2.3	0.2	2.8
CC(=O)N/C(=N/c1nc(C)cc(C)n1)Nc1cccc(C)c1C	11.0	0.3	-1.3	3.7	15.1	0.0	10.9	-8.5	-1.7	-0.3
COc1cccc(CN(C)C(=S)Nc2ccc(C)c(C)c2)c1	0.4	-4.0	-0.5	2.4	x	0.6	5.9	-8.9	1.8	2.2
Cc1cn([C@H](C(=O)NCCCCCCCCCCC(=O)N2CCNCC2)[C@@H](C)O)nn1	-0.3	-0.2	0.8	3.5	-7.1	-3.3	-4.9	-18.0	-1.5	-1.6
COc1ccc(NC(=O)CCCn2c(=O)c3sccc3n(Cc3ccc(C)cc3)c2=O)cc1	2.3	-2.2	-1.0	1.4	-7.1	x	7.0	2.9	-1.5	3.4
COC(=O)CCC(=O)OC1(C)C(=O)C2=CN(Cc3ccccc3)C(c3ccc(OC)cc3)=CC2=C(Br)C1=O (stereo not drawn)	-19.7	6.8	0.3	3.8	11.2	2.0	-1.3	12.5	-0.8	3.9
COCCN(C(=O)CSc1nc(-c2ccccc2)cn1N)c1c(N)n(Cc2ccccc2)c(=O)[nH]c1=O	-14.7	0.6	-2.8	3.4	x	4.1	0.9	-4.9	-1.0	1.0
COc1ccc(CNC(=O)C2CCN(S(=O)(=O)c3ccc(Br)s3)CC2)cc1	-0.5	-2.0	-2.3	-0.6	4.8	-1.0	4.6	0.7	-1.3	3.1
Cc1cc(N(C)C)ccc1[N+](=O)[O-]	-12.9	0.8	0.1	3.4	31.8	0.2	-2.7	-9.3	-2.1	1.2
Cc1ccc(S(=O)(=O)CC(=O)c2ccccc2)cc1	-18.6	0.3	-4.9	1.5	x	x	-2.4	4.5	-0.5	2.9

Two compounds from above, showing only E coli growth, PfHsp90 set2 and Wnt bcat act:
SMILES	E coli growth	PfHsp90 set2	Wnt bcat act
COc1cc(C2Nc3ccccc3NC3=C2C(=O)CC(c2ccc(OC)c(OC)c2)C3)ccc1O (stereo not drawn)	0.8	1.1	1.3
O=C(CSc1ccc(-c2ccco2)nn1)Nc1ccc(F)cc1	1.3	2.6	2.2

Next records follow.
SMILES	PvdQ inh	DAGLB inhibitor	CAL PDZ inh	phage Ecoli inh	PfHsp90 set2	Wnt bcat act	Rtt109 HAT inh	Tat export inh	E coli growth	AddAB inh
Nc1ccc(S(=O)(=O)NC2=NCCCCC2)cc1N	7.1	1.0	-0.2	3.5	x	0.0	-1.0	-5.4	0.4	-0.9
Cc1[nH]c(C)c(S(=O)(=O)NCc2ccccc2Cl)c1C(=O)N1CCCC1	9.7	0.1	-0.1	-0.5	-7.6	-0.9	-3.6	-12.7	3.1	4.9
CC(=O)N=c1n(C)c2ccccc2n1CCOc1ccccc1	-11.8	-4.3	-0.1	1.5	19.6	0.6	-5.6	-0.2	-1.1	2.7
COc1ccc2[nH]c(=O)c(CN(Cc3cccs3)Cc3nnnn3Cc3ccccc3)cc2c1	3.9	4.6	-2.9	0.2	x	-2.5	x	-0.7	1.4	0.7
O=C(NCCC(=O)N1CCC2(CC1)NCCc1[nH]cnc12)c1ccc(F)c(F)c1	4.5	-1.1	-2.0	0.6	2.1	2.4	10.4	-6.5	-0.2	2.9
CCc1ccc(NC(=O)CSc2nc3ccccc3nc2N2CCCC2)cc1	-17.3	-29.8	0.4	2.1	-1.4	-0.2	1.8	3.7	-0.4	-1.4
CC(C)c1cc(C(F)(F)F)n2nc(C(=O)O)cc2n1	-7.2	-1.3	-0.8	-0.1	6.9	x	10.7	-4.2	-0.4	3.0
CCN(CC)CCCNC(=O)c1cc(Cl)c(NC(=O)C2=C(C)OCCS2)cc1OC	-14.2	-0.6	-0.9	0.4	-23.4	11.2	-10.1	4.7	-2.2	-2.2
Cc1cc(=O)n2[nH]c(-c3ccccc3Cl)cc2n1	-4.8	-1.2	x	2.5	7.8	1.2	-7.4	7.9	-0.1	4.8
NC(=O)C1CCN(C(=O)NC(=O)c2ccccc2)CC1	-7.4	-1.3	0.1	1.7	-14.4	1.9	3.9	-5.5	-0.3	0.9
CC(C)Sc1nc(N2CCOCC2)c2c(c1C#N)CC(C)(C)N(C)C2	-14.4	2.5	0.2	1.2	x	x	-26.0	-10.2	-1.3	-0.5
Cc1cccc2cc(COC(=O)c3cccnc3)c(=O)[nH]c12	-12.3	2.2	-0.3	2.6	8.6	-0.9	-4.0	-7.7	2.7	2.9
Cn1c(N)c(C(=O)Nc2ccccc2F)sc1=S	-3.8	-2.5	0.3	1.1	-2.9	4.1	-2.7	-11.0	2.5	6.2
COc1ccc(/C=C/C(=O)c2ccccc2)cc1Cn1nnc2ccccc21	-7.1	-2.8	-1.3	1.7	-40.4	43.5*	-0.5	-3.3	3.2	3.7
COc1ccc(Nc2nc(N)c([N+](=O)[O-])c(N3CCOCC3)n2)cc1	-1.0	1.7	0.3	2.2	-5.7	3.0	23.7	-5.8	0.7	-0.5
COC(=O)c1ccc(NC(=O)CN(C2CCCCC2)S(C)(=O)=O)cc1	-18.1	-1.9	x	1.4	7.7	x	-5.4	5.7	-1.9	0.8
COc1ccc(Cl)cc1C(=O)Nc1ccc2c(c1)OCCO2	-10.8	-5.0	20.1	1.4	3.0	9.8	1.7	-3.8	x	x
NC(=O)NC(=O)CC1S/C(=N/N=C2/NC(=O)CS2)NC1=O (stereo not drawn)	-6.1	1.0	-0.8	1.4	-15.4	-0.2	4.6	-5.6	-0.3	2.6
Cc1ccc(Nc2nc3ccccc3nc2Nc2c(C)n(C)n(-c3ccccc3)c2=O)cc1	-7.8	-1.3	-2.5	1.7	16.2	-6.2	x	2.9	0.9	2.4
CC(=O)c1cccc(NC(=O)COC(=O)c2n[nH]c3ccccc23)c1	-14.8	2.4	0.2	3.2	-7.1	0.9	-4.0	-2.2	-1.9	1.9
COCCn1cnnc1SCC(=O)Nc1ccccc1C(=O)Nc1ccc2c(c1)OCO2	-14.0	-1.4	0.3	0.8	56.8	x	-1.9	2.5	-1.1	2.0
CC1CCC2(CC1)N=C(N)Nc1nc3ccccc3n12 (stereo not drawn)	1.4	-0.2	0.3	3.4	-4.0	x	5.3	-1.5	-1.6	1.9
CCOc1ccc(Nc2nc(Cc3nnc(SCC(=O)NC4CCCCC4)n3C)cs2)cc1	-5.0	4.2	0.0	-2.0	12.2	x	0.1	0.5	-2.8	0.6
COc1ccc(NC(=O)COC(=O)/C=C/c2cccs2)c(OC)c1	-3.0	-1.5	-0.5	1.1	-5.7	-1.0	-0.3	0.7	-0.2	0.1
O=C1CCCN1CCCNc1ncnc2c1[nH]c1ccc(Cl)cc12	-25.5	1.7	-1.3	2.5	-7.2	x	10.8	10.6	0.2	1.4
SMILES	PvdQ inh	DAGLB inhibitor	CAL PDZ inh	phage Ecoli inh	PfHsp90 set2	Wnt bcat act	Rtt109 HAT inh	Tat export inh	E coli growth	AddAB inh
NC(=O)C1CC(=O)N(c2ccc(OCc3c(F)cccc3Cl)cc2)C1 (stereo not drawn)	-11.9	1.0	-1.4	0.9	-3.9	-1.8	-3.2	-4.0	-0.8	2.8
c1cc2c(cc1CN1CCN(C3CCCCCC3)CC1)OCO2	-6.6	2.4	-0.9	-0.9	-18.6	-2.3	9.2	-0.8	1.6	-1.1
COc1ccccc1OCc1ccc(C(=O)NCC2CCCO2)cc1 (stereo not drawn)	-16.9	1.6	0.1	-0.1	-1.8	-2.5	4.5	1.2	-0.7	2.0
CCOC(=O)c1c(NC(=O)CSc2nnc(-c3ccc(C)cc3)o2)sc(C(C)=O)c1C	5.7	-0.3	0.1	0.8	-6.6	8.3	-8.5	-7.9	-0.1	3.2
Cc1cc(C)c(C)c(C(=O)COC(=O)CNC(=O)CN2C(=O)c3ccccc3C2=O)c1C	-5.9	-0.8	-1.8	0.9	-9.0	-1.6	-4.4	-4.8	-0.3	0.3
Nc1nnc(CCCCCc2nnc(N)s2)s1	-15.6	0.2	-3.7	2.7	-9.8	0.4	13.0	1.0	2.6	0.2
FC(F)(F)c1nnc2c(Sc3ccccc3)nc3ccc(Cl)cc3n12	5.4	-3.2	-0.9	0.5	x	-5.5	-5.5	-2.3	0.1	0.5
Cc1ccc(C(=O)Nc2ccccc2C(=O)NC(CC(=O)O)C(=O)O)cc1 (stereo not drawn)	-14.8	1.5	-1.0	2.1	x	4.2	-1.3	9.8	-1.2	-0.6
